# Compound activity as filed in PubChem BioAssay.
# TRHR ag: TRH receptor (human) agonism | TRHR cells, calcium flux fluo-8, FDSS agonist mode | actives 0.18% (n = 360,000) | activation, % at 2 µM | P34981; in the data active means activation above about 30%; further: 0% is about no effect
# Target sequence (P34981 whole entry, looked up): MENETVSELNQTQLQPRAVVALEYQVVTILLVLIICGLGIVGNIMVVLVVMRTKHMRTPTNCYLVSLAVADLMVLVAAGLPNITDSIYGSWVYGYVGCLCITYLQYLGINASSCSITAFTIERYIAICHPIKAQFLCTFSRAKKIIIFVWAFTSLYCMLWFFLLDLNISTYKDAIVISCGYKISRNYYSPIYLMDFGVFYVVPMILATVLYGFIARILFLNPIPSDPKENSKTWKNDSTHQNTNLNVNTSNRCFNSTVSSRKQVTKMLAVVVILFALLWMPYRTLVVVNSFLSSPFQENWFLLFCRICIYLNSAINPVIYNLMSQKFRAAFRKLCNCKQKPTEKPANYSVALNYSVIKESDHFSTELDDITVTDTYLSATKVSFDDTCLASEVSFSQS
#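 Steps: seed TRHR cells overnight; add fluo-8 no-wash Ca dye, RT 30 min–1.5 h; record 10 s baseline; pin-transfer compounds; monitor fluorescence 1 cycle/s for the agonist window. Calcium increases flag candidate agonists.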
# D1 potentiator: potentiators of human D1 dopamine receptor. P21728. HEK293 TREx D1 cells, calcium flux, dopamine EC20 potentiation. potentiation, % at 10 µM. actives 0.036% (n = 360,000); in the data active means potentiation above about 30%; further: 0% is about no effect
# RXFP1 antag: antagonists of human relaxin receptor RXFP1; Q9HBX9; actives 0.59% (n = 350,000); activity change, negative = inhibition, % at 57.5 µM; HEK293-RXFP1, relaxin-stimulated cAMP HTRF, 30 min; hits give low values;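 active means activity change of -60% or lower, but not beyond a set lower limit; inconclusive means change between -60% and -40%, or beyond the set limit; inactive means change above -40%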; further: on the % scale 0 is the no-effect control and ±100 the full control effect
# D1 antag: blocks dopamine activation of the human D1 receptor. P21728. HEK293 TREx D1 cells, calcium flux, dopamine EC80; hits give low values. activity change, negative = inhibition, % at 10 µM. actives 3.2% (n = 360,000). AID 504652; in the data active means activity change below about -30%; further: on the % scale 0 is the no-effect control and ±100 the full control effect
#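 Calcium flux readout: force-coupled, inducible Hek293 Trex D1 line, cells induced overnight at 30 C with tetracycline, dye-loaded 30–90 min at RT. Antagonism scored against EC80 dopamine challenge given 180 s after compound.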
# Anesthetic bind: candidate novel general anesthetic via apoferritin binding; AID 485281; apoferritin/1-aminoanthracene competitive binding, fluorescence; P02791; actives 0.074% (n = 350,000); Potency, µM (doses to about 77.5 µM), without a hit: top-dose activity change, negative = displacement, hits mostly inhibitors; further: potency means the concentration at half of the fitted maximal effect; on the % scale 0 is the no-effect control and ±100 the full control effect; nearly all actives have a fitted effect of over 20% in size
# Target sequence (P02791 2-175 limits assumed): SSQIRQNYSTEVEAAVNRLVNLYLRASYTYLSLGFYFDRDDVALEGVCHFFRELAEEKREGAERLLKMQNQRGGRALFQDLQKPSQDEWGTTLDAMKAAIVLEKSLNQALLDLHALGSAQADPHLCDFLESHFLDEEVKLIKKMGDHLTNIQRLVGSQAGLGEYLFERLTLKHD
#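 Apoferritin-based anesthetic binding model; compound displacement of fluorescent 1-AMA measured as endpoint fluorescence after 10 minutes at room temperature, scaled to free-ligand and complex controls.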
# D2 potentiator: positive allosteric modulators of human D2 dopamine receptor; P14416; HEK293 T-REx D2, calcium flux, EC20 dopamine potentiation; potentiation, % at 10 µM; actives 0.34% (n = 340,000); AID 485347;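 active means potentiation over 3 SD above the plate norm, cut at about 30% in these data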; further: 0% is about no effect
# Target sequence (P14416 whole entry, looked up): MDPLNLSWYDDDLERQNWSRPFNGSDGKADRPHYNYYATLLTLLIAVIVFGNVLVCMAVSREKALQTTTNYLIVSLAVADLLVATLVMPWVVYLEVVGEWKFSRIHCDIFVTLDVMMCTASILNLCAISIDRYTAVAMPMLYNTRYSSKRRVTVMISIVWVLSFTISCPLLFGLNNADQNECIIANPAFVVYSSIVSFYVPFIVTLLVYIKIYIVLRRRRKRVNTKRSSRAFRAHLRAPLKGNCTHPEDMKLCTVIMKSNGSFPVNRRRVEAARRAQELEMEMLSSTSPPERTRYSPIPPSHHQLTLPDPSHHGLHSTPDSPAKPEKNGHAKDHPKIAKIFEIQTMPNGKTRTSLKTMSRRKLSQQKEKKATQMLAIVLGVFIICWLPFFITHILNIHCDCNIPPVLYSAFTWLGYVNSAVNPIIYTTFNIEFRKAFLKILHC
#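 Calcium flux readout, no-wash dye, 1 read/s. Inducible HEK293 Trex D2 line, overnight 30 C. Compound alone 180 s (agonist flags), then EC20 dopamine, another 180 s to score potentiation.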
# RXFP1 ag: activates the human relaxin receptor RXFP1 | Potency, µM (titrated, usually from 57.5 µM), for the others: at the top dose activation, hits mostly activators | actives 0.3% (n = 370,000) | HEK293T-RXFP1 cAMP TR-FRET, 30 min; response scale: percent of porcine relaxin response, buffer zero | AID 2676; further: potency means the concentration at half of the fitted maximal effect; on the % scale 0 is the no-effect control and ±100 the full control effect; nearly all actives have a fitted effect of over 60% in size; many of its hits are not listed in these tables
#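 HEK293 cells stably expressing RXFP1, treated 30 min at 37C with compounds plus PDE4 inhibitor Ro 20174; cAMP measured by HTRF TR-FRET. Normalized to buffer and 29 nM porcine relaxin; EC50 by Hill fit.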
# TRHR enhancer: TRH receptor (human) allosteric enhancement | AID 493056 | TRHR cells, fluo-8 calcium fluorescence, EC20 TRH enhancement | actives 0.66% (n = 360,000) | P34981 | enhancement, % at 2 µM; in the data active means enhancement above about 30%; further: 0% is about no effect
#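 TRHR-expressing cells loaded with fluo-8 calcium dye were read kinetically (ex 480/em 530) during compound addition, then stimulated with an EC20 of TRH (10 nM final). Enhancement of the Gq-mediated intracellular calcium response was scored.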
# D1 agonist: activates the human D1 dopamine receptor; P21728; HEK293 T-REx D1 cells, calcium flux, agonist mode; activation, % at 2 µM; actives 1% (n = 360,000); in the data active means activation above about 30%; further: 0% is about no effect
#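 Inducible HEK293 T-REx D1 cells, force-coupled to calcium signalling, were plated at 4000 cells/well with tetracycline and held overnight at 30 C. After no-wash calcium dye loading, compound-evoked calcium rise over 180 s flagged agonists.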
# Active calls of the source: *; ? = inconclusive; . = not tested or not shown; & = joins results of further samples. Unless noted, the call rests on the fitted dose curve; in most records, active means well fitted curve in the direction sought with a large enough effect; inconclusive means small, poorly fitted or top-dose-only effect, or another doubt; inactive means no such curve, though single readings can be large; an effect the other way counts as inactive or inconclusive. Only part of the results is shown (hit frequency here may not be typical).
1	CC(=O)CCS(=O)(=O)c1ccc(C)c(C)c1
2	Cc1cc(=O)n2c3c(sc2n1)C(=O)N(Cc1ccccc1)C3=O
3	Cc1cccc(N)c1-c1c(C)cccc1N
4	O=C(CCCN1CCC(NC(=O)c2ccccc2)CC1)c1ccc(Cl)cc1
5	CN1CCC(N(C)C(=O)c2ccccc2Nc2ccc(SC(F)F)cc2)CC1
6	O=C(CSc1nc(=O)n(CCCN2CCOCC2)c2c1CCCC2)Nc1ccc(Cl)cc1
7	COc1ccccc1CNC(=O)CCCn1c(=O)c2ccccc2n(Cc2ccccc2F)c1=O
8	O=C(O)c1ccc2oc(SCC(=O)N3CCCCC3)nc2c1
Assay by compound	1	2	3	4	5	6	7	8
TRHR ag	0.9	-0.2	-0.4	-0.8	0.5	-0.5	1.7	-0.1
D1 potentiator	-3	-2	2	-6	1	2	0	-7
RXFP1 antag	-6	.	-5	-6	-1	0	.	-1
D1 antag	-14	-5	-9	-19	-4	-1	-6	0
Anesthetic bind	-4%	-13%	10%	-5%	-12%	.	1%	29%
D2 potentiator	1	-12	-16	-27	11	5	22	3
RXFP1 ag	-1.2%	3.6%	-0.5%	-0.3%	3.1%	1.2%	9.2%	-0.3%
TRHR enhancer	3	-3	-1	2	1	-1	-13	0
D1 agonist	1	0	3	2	4	0	6	3

# Record cards (already shown). Values in the order: TRHR ag | D1 potentiator | RXFP1 antag | D1 antag | Anesthetic bind | D2 potentiator | RXFP1 ag | TRHR enhancer | D1 agonist
# O=C(CCCN1CCC(NC(=O)c2ccccc2)CC1)c1ccc(Cl)cc1 as listed: -0.8 | -6 | -6 | -19 | -5% | -27 | -0.3% | 2 | 2
# COc1ccccc1CNC(=O)CCCn1c(=O)c2ccccc2n(Cc2ccccc2F)c1=O as listed: 1.7 | 0 | . | -6 | 1% | 22 | 9.2% | -13 | 6
# O=C(O)c1ccc2oc(SCC(=O)N3CCCCC3)nc2c1 as listed: -0.1 | -7 | -1 | 0 | 29% | 3 | -0.3% | 0 | 3
# CN1CCC(N(C)C(=O)c2ccccc2Nc2ccc(SC(F)F)cc2)CC1 as listed: 0.5 | 1 | -1 | -4 | -12% | 11 | 3.1% | 1 | 4

# Continuation.
9	CSc1ncc(Cl)c(C(=O)Nc2ccccc2[N+](=O)[O-])n1
10	Cc1cccc(N(CC(=O)N2CCCCCC2)S(C)(=O)=O)c1
11	COc1ccc(/C=C(/NC(=O)c2ccccc2Cl)C(=O)NCCCC(=O)O)cc1
12	COc1cc(C(=O)Nc2ccc(NC(=O)c3cccc(Cl)c3)nc2)cc(OC)c1OC
13	O=C(COc1ncnc2ccc(Br)cc12)NCc1ccco1
14	O=C(CCc1ccccc1)NC(c1cccs1)c1cc(Cl)c2cccnc2c1O (stereo not given)
15	CC(C)CN1C(=O)c2ccc(C(=O)Nc3ccccn3)cc2C1=O
16	COc1ccc(Cl)cc1NC(=O)Cc1c(F)cccc1Cl
Assay by compound	9	10	11	12	13	14	15	16
TRHR ag	0.8	0.9	-0.1	-0.9	-0.9	5.4	0.0	-1.0
D1 potentiator	-5	-4	-2	0	-6	-3	2	-7
RXFP1 antag	-11	-1	-10	-26	26	-36	1	-15
D1 antag	-15	-18	4	-6	-7	7	0	0
Anesthetic bind	-6%	-5%	0%	?	-2%	-15%	-8%	1%
D2 potentiator	-11	1	8	14	-12	-10	5	9
RXFP1 ag	1.7%	2.7%	0.0%	-0.2%	?	-0.7%	0.6%	2.0%
TRHR enhancer	-1	-2	9	8	-1	-6	0	-4
D1 agonist	2	2	0	1	1	10	2	-1

# Along the list, from the results shown.
# Nos. 6 to 13 in D1 potentiator read 2, 0, -7, -5, -4, -2, 0, -6
# Nos. 6 to 13 in TRHR ag read -0.5, 1.7, -0.1, 0.8, 0.9, -0.1, -0.9, -0.9
# Nos. 6 to 13 in RXFP1 antag read 0, ., -1, -11, -1, -10, -26, 26

# Next section:
17	O=C(CN1C(=O)NC2(CCCC2)C1=O)Nc1ccc(S(=O)(=O)N2CCOCC2)cc1
18	CC1(c2ccccc2)O[C@@H]2C[C@H]3[C@@H]4CCC5=CC(=O)C=C[C@]5(C)[C@@]4(F)[C@@H](O)C[C@]3(C)[C@]2(C(=O)CO)O1 (stereo not given in full)
19	Cc1ccc(CSc2ncc(Cl)c(C(=O)Oc3ccc(F)cc3)n2)cc1
20	O=C(CSc1nc(-c2ccccc2)nc2cc(=O)[nH]n12)Nc1ccccc1
21	COCC(=O)N1CCC(Oc2ccc(C(=O)N3CCSCC3)cc2)CC1
22	Cc1ccc(N(C)S(=O)(=O)c2cccc(C(=O)NCC(c3cccs3)N3CCOCC3)c2)cc1 (stereo not given)
23	CCOC(=O)Cn1c(=N)n(CCOc2ccc(OC)cc2)c2ccccc21
24	O=C(NCCC1=CCCCC1)c1cc(S(=O)(=O)N2CCOCC2)c(Cl)cc1Cl
Assay by compound	17	18	19	20	21	22	23	24
TRHR ag	-0.2	2.1	0.4	0.0	-0.2	0.0	2.2&0.5	-0.9
D1 potentiator	10	-2	1	4	10	1	-2&0	0
RXFP1 antag	-10	2	6	.	-10	-18	-4&3	-9
D1 antag	-3	29	-2	-4	6	16	4	1
Anesthetic bind	-11%	-22%	4%	0%	-6%	.	-5%&1%	.
D2 potentiator	-2	1	8	29	-6	2	0&2	7
RXFP1 ag	3.3%	2.1%	-1.1%	-0.1%	1.3%	-0.3%	1.0%&0.0%	-0.2%
TRHR enhancer	-4	3	-1	2	23	-18	-4&-4	-6
D1 agonist	3	8	2	1	2	0	11&3	0

25	Cc1c(C(=O)c2cccc([N+](=O)[O-])c2)c2ccccn2c1CCC#N
26	CC1=C(C(=O)NCc2ccccc2)C(c2cccs2)n2ncnc2N1 (stereo not given)
27	CC(CN1CCOCC1)OC(=O)C(C)(c1ccccc1)c1ccccc1 (stereo not given)
28	CCOC(=O)c1ccc(NC(=O)CCC(=O)OC)cc1
29	Cc1ccn2c(=O)cc(CSc3nnc(NC(=O)c4ccccc4Cl)s3)nc2c1
30	CC1=Nn2c(nc(-c3ccccc3)c2-c2ccccc2)NC(=O)C1Br (stereo not given)
31	CCOc1ccccc1C(=O)N(CCC(=O)OC)c1ccccn1
32	Cn1ncc2c(Nc3cc(Cl)cc(Cl)c3)ncnc21
Assay by compound	25	26	27	28	29	30	31	32
TRHR ag	-0.4	0.2	-0.5	-1.5	0.5	-0.1	0.0	-0.6
D1 potentiator	-5	1	-4	-8	2	-3	1	1
RXFP1 antag	3	3	2	-10	-2	-5	-12	-7
D1 antag	-27	7	-8	-7	-3	0	23	12
Anesthetic bind	-13%	-11%	-2%	-5%	-6%	-15%	-4%	0%
D2 potentiator	9	9	18	8	-1	-3	-10	.
RXFP1 ag	8.4%	0.0%	1.2%	-0.9%	-1.8%	0.9%	0.1%	1.1%
TRHR enhancer	6	-4	-1	4	7	-1	-1	-2
D1 agonist	2	0	-2	5	0	2	17	1

33	COc1cc(NC(=O)C2CCCCC2)c2ncccc2c1
34	O=C(COc1ccc(Cl)cc1)NCc1ccccc1
35	COc1ccc(N2C(=O)CC(NNC(=O)c3cccnc3)C2=O)cc1 (stereo not given)
36	Cc1cc(C)n2nc(CNC(=O)c3ccc(Cl)cc3)nc2n1
37	COc1cc(CNc2cccc3[nH]c(C(F)(F)F)nc23)cc(OC)c1
38	CC1CCC2(CC1)NC(=O)N(CC(=O)N1CCc3ccccc3C1)C2=O (stereo not given)
39	Cc1ccc(Oc2ccc(C(=O)NC3CCSC3=O)cn2)cc1 (stereo not given)
40	Cc1ccccc1-c1nnc(-c2ccccc2C)o1
Assay by compound	33	34	35	36	37	38	39	40
TRHR ag	0.0	0.2	0.1	1.1	-1.2	0.0	0.6	0.1
D1 potentiator	-5	-3	-3	-1	-2	-1	-2	8
RXFP1 antag	-19	-4	4	-2	-4	-4	-12	-3
D1 antag	13	-12	16	6	-3	-15	8	20
Anesthetic bind	-15%	-9%	-5%	-17%	1%	-17%	-11%	-5%
D2 potentiator	5	-9	0	-1	3	1	5	9
RXFP1 ag	3.6%	1.0%	-0.4%	?	-1.3%	-5.2%	-1.5%	-2.3%
TRHR enhancer	8	-2	-2	-9	-4	-3	12	-4
D1 agonist	2	1	1	2	2	1	0	2

41	Cc1ccc(S(=O)(=O)NCC(=O)N(CC(=O)NCc2ccco2)C2CCCC2)cc1
42	CC(=O)NCCC(Cc1ccccc1)c1ccco1 (stereo not given)
43	CCCN1CCN(C(=O)Nc2ccc(OCC)cc2)CC1
44	COc1ccc2c(c1)c(CC(=O)Nc1cc(C)c(OC)c(C)c1)c(C)n2C(=O)c1ccc(Cl)cc1
45	O=C(C1CCCN(Cc2cccc(Cl)c2)C1)N1CCCCC1 (stereo not given)
46	Cc1ccc2sc(C)[n+](CCO)c2c1
47	Cc1ccc(S(=O)(=O)CC(=O)Nc2sc3c(c2C(N)=O)CCCC3)cc1
48	C/C(=N\NC(=O)c1ccccc1O)c1ccc(NC(=O)c2ccccc2)cc1
Assay by compound	41	42	43	44	45	46	47	48
TRHR ag	-0.2	-0.4	0.3	3.0	-0.3	0.4	0.0	-0.4
D1 potentiator	-6	-3	-5	-1	-5	3	-2	1
RXFP1 antag	-3	-2	-7	-2	5	-19	-26	1
D1 antag	-38*	-18	-5	2	-6	2	.	20
Anesthetic bind	-13%	5%	-3%	-14%	-5%	-4%	-18%	-8%
D2 potentiator	.	-14	0	-6	-8	0	3	7
RXFP1 ag	0.1%	1.8%	-2.1%	-0.8%	-5.4%	0.0%	0.5%	-2.0%
TRHR enhancer	-1	6	-5	-4	14	5	0	9
D1 agonist	1	0	2	-1	4	3	-3	0

49	COc1ccccc1CN1CCC(CNC(=O)c2cnn(-c3ccccc3Cl)c2C2CCN(C(=O)OC(C)(C)C)CC2)CC1
50	CCCNC(=O)Nc1ccccc1SC
51	Cc1nc(CC(=O)Nc2ccc(C(N)=O)cc2)cs1
52	COc1ccc(C(=O)Nc2ccnn2C2CCN(Cc3ccc4nonc4c3)CC2)cc1
53	Cc1cccc(OCC(=O)Nc2ccc3nc(SCc4ccccc4)sc3c2)c1
54	Cc1cccc(NC(=O)CSCC(=O)Nc2ccccc2N2CCCC2)c1
Assay by compound	49	50	51	52	53	54
TRHR ag	1.6	-0.5	0.6	-0.3	-1.1	-0.7
D1 potentiator	4	2	-1	-7	0	3
RXFP1 antag	-28	3	-4	-3	.	-30
D1 antag	-10	6	-3	1	9	-2
Anesthetic bind	?	-5%	0%	-20%	2%	-15%
D2 potentiator	2	1	0	6	13	9
RXFP1 ag	-0.6%	-0.1%	0.1%	0.2%	10.0%	-1.3%
TRHR enhancer	9	1	2	-2	-3	-1
D1 agonist	18	0	-1	1	13	3
